HCV inh = HCV inhibition. Huh7.5.1 HCVcc-Cre infection, luciferase reporter, 44 h. Potency, µM (top dose mostly 41.8 µM), for inactives: top-dose activity change, negative = inhibition, actives largely listed as inhibitors. 3.4% of 340,000 active. AID 651820; also: potency is read from the fitted curve at half-maximal effect
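Antiviral activity was scored by luciferase reporter output from cells infected with HCVcc-Cre (~0.5 moi) in presence of compound, 44 h infection period, cells seeded 1,000/well 4 h prior.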
Sm TGR block = blocks Schistosoma mansoni thioredoxin glutathione reductase; Q962Y6; purified TGR, DTNB reduction, TNB absorbance 405 nm; Potency, µM (top dose mostly 114 µM), without a hit: at the top dose activity change, negative = inhibition, actives largely listed as inhibitors; 3% of 360,000 active; AID 485364; also: potency is read from the fitted curve at half-maximal effect; nearly all actives have a fitted effect of over 60% in size
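Kinetic colorimetric format: TGR-catalysed, NADPH-driven DTNB reduction monitored via TNB absorbance. Enzyme dispensed at 20 nM; compound exposure 15 min at room temperature before reaction start.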
AmpC detergent = AmpC beta-lactamase inhibition with detergent present | AmpC hydrolysis of nitrocefin, absorbance 480 nm, 0.01% Triton | P00811 | Potency, µM (top dose mostly 114 µM), for inactives: at the highest dose activity change, negative = inhibition, most hits filed as inhibitors | 0.041% of 370,000 active;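 also: potency is read from the fitted curve at half-maximal effect; 0% = no-compound wells and -100% = no-enzyme wells; nearly all actives have a fitted effect of over 25% in size; some results filed as inactive show a strong effect at the top dose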
Target sequence (P00811 whole entry, looked up): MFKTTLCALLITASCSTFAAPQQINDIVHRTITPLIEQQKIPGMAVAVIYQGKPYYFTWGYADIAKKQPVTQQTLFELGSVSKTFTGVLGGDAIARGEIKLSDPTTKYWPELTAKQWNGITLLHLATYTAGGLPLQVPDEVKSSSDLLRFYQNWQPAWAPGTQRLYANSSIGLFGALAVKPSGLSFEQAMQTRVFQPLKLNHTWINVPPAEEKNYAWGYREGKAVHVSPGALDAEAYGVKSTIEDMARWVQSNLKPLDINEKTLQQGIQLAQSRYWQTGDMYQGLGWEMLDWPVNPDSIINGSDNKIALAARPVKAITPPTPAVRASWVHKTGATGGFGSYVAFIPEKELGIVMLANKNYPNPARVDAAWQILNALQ
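20 mM phosphate pH 7.0 + 0.01% (detergent screen) or 0.0001% Triton X-100; 5.3 nM AmpC reagent; cpd preinc 15 min RT; nitrocefin (800 uM stock) to start; A480 q20 s × 4 min; Activity was normalised to no-enzyme and no-compound control wells.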
AMA1 RON2 block = inhibitors of Plasmodium falciparum AMA1-RON2 interaction; AID 720542; 0.2% of 360,000 active; AlphaScreen AMA1-biotinylated RON2 peptide binding; Potency, µM (top dose mostly 58.2 µM), for the others: at the top dose activity change, negative = inhibition, most hits filed as inhibitors;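 also: potency is read from the fitted curve at half-maximal effect; 0% = vehicle wells and -100% = peptide control; nearly all actives have a fitted effect of over 45% in size; some results filed as inactive show a strong effect at the top dose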
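AMA1 (3D7) with his tag at 25 nM final met compounds first, then biotinylated RON2 peptide at 25 nM; detection used donor plus acceptor beads, 10 µg/mL apiece, read by AlphaScreen after 30 min at room temperature.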
HCMV inh = human cytomegalovirus inhibition; activity change, negative = inhibition, % at 57.5 µM; HFF cells, HCMV-luciferase reporter, 72 h; active compounds read low; 4.5% of 410,000 active; in the data active = activity change below about -60%; inconclusive = no clear call, values can overlap the other calls; inactive = above about -39%
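Two compound doses tested in HFFs infected with HCMV-luciferase, MOI 1 PFU/cell, 72 h at 37C. Lysate luminescence read with OneGlo; data normalized against buffer-only and 10uM Salinomycin inhibitor controls.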
FBPA Giardia inh = inhibitors of Giardia lamblia fructose-1,6-bisphosphate aldolase. A8B2U2. purified Giardia FBPA. Potency, µM (doses to about 59.6 µM), without a hit: at the top dose activity, negative = inhibition, usual class: inhibitors. 0.71% of 290,000 active. AID 2451; also: potency is read from the fitted curve at half-maximal effect; nearly all actives have a fitted effect of over 55% in size
Target sequence (A8B2U2 whole entry, looked up): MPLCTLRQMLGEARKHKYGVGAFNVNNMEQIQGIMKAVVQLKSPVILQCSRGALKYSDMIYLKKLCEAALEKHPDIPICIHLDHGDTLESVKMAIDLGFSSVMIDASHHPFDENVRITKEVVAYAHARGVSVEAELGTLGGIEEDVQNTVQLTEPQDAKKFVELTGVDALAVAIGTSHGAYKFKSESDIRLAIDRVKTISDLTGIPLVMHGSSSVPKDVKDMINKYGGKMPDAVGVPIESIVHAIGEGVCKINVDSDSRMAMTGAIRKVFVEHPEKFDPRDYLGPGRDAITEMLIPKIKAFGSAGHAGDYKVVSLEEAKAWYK
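Giardia FBPA (40 nM reagent) was preincubated 10 min at RT with compound (up to 57.5 uM final), then substrate plus GAPDH/TPI/NAD/arsenate coupling system with diaphorase/resazurin was added; resorufin fluorescence (525/598 nm) was read after 20 min.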
* marks the source's active call; other numbers are inactive results; ? = inconclusive; . = no result given; & = joins results of further samples; [ ] = another dose, or the depositor's remark. Unless noted, calls follow the shape of the dose curve; as a rule, active = well fitted curve in the direction sought with a large enough effect; inconclusive = small, poorly fitted or top-dose-only effect, or another doubt; inactive = no such curve, though single readings can be large; an effect the other way counts as inactive or inconclusive. Unless noted, % is scaled to controls: 0 for no effect and ±100 for the full control effect.

The opening 4 compounds, ahead of the listing:
Value order: HCV inh | FBPA Giardia inh | Sm TGR block | HCMV inh | AMA1 RON2 block | AmpC detergent
CCN(CCCNC(=O)CN1N=C(c2ccccc2)CCC1=O)c1cccc(C)c1
    . | . | 10% | -39 | . | 5%
CC(C)c1ccc(O)c(NC(=O)c2cccnc2)c1
    -2% | 0% | -17% | -23 | -2% | 7%
CN(Cc1ccsc1)C(=O)CCc1nnc(Cc2c[nH]c3ccccc23)o1
    6% | 10% | 9% | -6 | -12% | -1%
Cc1cccc(Nc2nn3c(=O)c4cc5c(cc4nc3s2)OCO5)c1
    . | . | -6% | -1 | . | 1%

This part in full (from the top)
Value order: HCV inh | FBPA Giardia inh | Sm TGR block | HCMV inh | AMA1 RON2 block | AmpC detergent
CCN(CCCNC(=O)CN1N=C(c2ccccc2)CCC1=O)c1cccc(C)c1
    . | . | 10% | -39 | . | 5%
CC(C)c1ccc(O)c(NC(=O)c2cccnc2)c1
    -2% | 0% | -17% | -23 | -2% | 7%
CN(Cc1ccsc1)C(=O)CCc1nnc(Cc2c[nH]c3ccccc23)o1
    6% | 10% | 9% | -6 | -12% | -1%
Cc1cccc(Nc2nn3c(=O)c4cc5c(cc4nc3s2)OCO5)c1
    . | . | -6% | -1 | . | 1%
COc1ccc(-c2cc(=O)oc3c(C)c(OC(C)C(C)=O)ccc23)cc1 (configuration not stated)
    ? | -9% | 2% | 20 | 9% | -1%
COc1ccccc1N1CCN(C(c2cccs2)C(C)NC(=O)c2cccnc2)CC1 (configuration not stated)
    -11% | -8% | -13% | 22 | 8% | -1%
CC[C@]12C(=O)N(C)C[C@H]([C@@H]3C(=O)N(C)C(=O)[C@@H]31)N2C(=O)c1ccc(C(C)(C)C)cc1
    8% | . | . | -1 | 9% | .
COc1cc(C(=O)Nc2ccc3nc(N4CCOCC4)sc3c2)cc(OC)c1OC
    ? | . | -6% | 125 | -3% | -10%
CC(C)c1ccc(NC(=O)c2cnn(-c3ccccc3)c2NC(=O)c2ccco2)cc1
    -17% | 9% | 10%[11.4 µM] | -35 | -3% | -1%
COc1ccc(-c2c(-c3cc(OC)cc(OC)c3)n(C)c3ccc(-c4ccc(OC)cc4F)cc23)cc1
    ? | . | -27% | -10 | -1% | -11%
O=C(Cn1c(=O)oc2ccccc21)NCc1cccc(Cl)c1
    . | . | 7% | 20 | . | 13%
CCN(CC)C(=O)CSc1nnc(-c2ccc(S(=O)(=O)N3CCOCC3)cc2)n1C
    7% | . | 2% | 65 | -5% | -3%
CCOc1ccc(S(=O)(=O)N2CCCC(C(=O)NCc3ccccn3)C2)cc1 (configuration not stated)
    6% | -7% | 12% | -13 | -2% | -2%
COc1ccc(CC(=O)Nc2cc(S(=O)(=O)N3CCOCC3)ccc2N2CCOCC2)cc1OC
    18% | . | . | -2 | -2% | .
CS(=O)(=O)N1N=C(c2ccccc2)CC1c1cccs1 (configuration not stated)
    8% | 1% | -1% | 77 | 2% | -5%
Cc1sc(=NC(=O)c2ccco2)n(C)c1-c1ccc(Cl)cc1
    ? | 1% | -1% | 21 | -2% | ?
COc1ccc(CCNC(=O)Cc2ccc([N+](=O)[O-])cc2)cc1OC
    6% | 1% | -15% | 7 | -10% | -1%
CC(=O)CSc1nnc(C(F)(F)F)n1C
    8% | -1% | -32% | 21 | -2% | 3%
CCOc1ccccc1NC(=O)COC(=O)c1cnc(C)cn1
    8% | . | 1% | -15 | 3% | -1%
CCOc1cccc(C(=O)Nc2ccc(NC(=O)c3ccc(Br)cc3)cc2)c1
    . | . | 18% | 26 | . | 9%
O=S(=O)(CC=CCS(=O)(=O)c1ccccc1)c1ccccc1
    8% | . | . | -14 | -4% | .
CN(C)c1ccc(/C=C/C(=O)c2ccc(C(C)(C)C)cc2)cc1[N+](=O)[O-]
    ? | -2% | 6% | -25 | ? | 2%
COc1ccccc1CNC(=O)c1cc2cccc3c2n1CCS3
    . | . | 3% | ? | . | -3%
COc1ccc(/C=C/c2nc(C#N)c(N3CCN(c4ccccc4)CC3)o2)cc1OC
    . | . | 0% | -35 | . | 12%
Cc1cccc(N(C)C(=O)CN(C)S(=O)(=O)c2ccc3[nH]c4c(c3c2)CCCC4)c1
    . | . | -1% | -9 | . | 7%
C/C(CC(=O)Nc1cccc2c1CCCC2)=N\NC(=O)c1cccc2ccccc12
    13% | 5% | -2% | -5 | 33%[activator] | ?
Cc1ccc(S(=O)(=O)NCC(c2ccco2)N2CCc3ccccc3C2)cc1 (configuration not stated)
    -13% | . | 2% | -15 | -7% | -3%
Cc1ccc(C(=O)N2CCCN(c3nc4cc5c(cc4cc3C#N)OCO5)CC2)cc1
    ? | -17% | -14% | 8 | 47%[activator] | -3%
NC(=O)c1ccc(Cn2c(C(=O)c3cc(Cl)c(N)c(Cl)c3)c3ccccc3[n+]2[O-])cc1
    -2% | . | 4% | 96 | 4% | -3%
CSc1nnc([C@@H]2CCCN2C(=O)OC(C)(C)C)o1
    -15% | 7% | 3% | -30 | 2% | 2%
COc1ccc(-c2c(NC(=O)c3ccco3)oc3ccccc3c2=O)cc1
    5% | . | 2% | -29 | -5% | 2%
O=S(=O)(N1CCOCC1)N1CCOCC1
    17% | -1% | 0% | -7 | 6% | ?
COc1cccc(-c2ccc3c(N)c(C(=O)c4ccc(F)cc4)sc3n2)c1
    . | . | 7% | -39 | . | 7%
CSCCC(NC(=O)c1ccccc1Cl)C(=O)Nc1cccc(S(=O)(=O)N2CCCC2)c1 (configuration not stated)
    2% | . | -17% | -19 | 2% | 0%
FC(F)(F)c1nnc(-c2ccccc2)nc1Oc1ccccc1
    -4% | -19% | -6% | -2 | 35%[activator] | ?
Cc1ccc(-n2ncc3c2CCCC3NC(=O)c2ccoc2)cc1C (configuration not stated)
    ? | -10% | 4% | ? | 4% | 6%
CCc1cccc(C)c1NC(=O)CSc1ncn[nH]1
    21% | -3% | 1% | -22 | 11% | 5%
Cc1ccc(C)c(NC(=O)Cn2cnc3c(oc4ccccc43)c2=O)c1
    -3% | 0% | -3%&-5% | 34&22 | -3% | 19%
Cc1c(Cl)cccc1Nc1nc(N)nc(CSC(=S)N2CCOCC2)n1
    -25% | -1% | -13% | 51 | -6% | -8%
CCCc1cc(C(=O)NCCc2ccccc2)no1
    5% | 2% | 3% | 54 | 8% | -4%
O=C(NCc1ccccc1)NC1(C(=O)N2CCOCC2)CCCCC1
    0% | 6% | 1% | 40 | 0% | -9%
CCOC(=O)CCCC(=O)N1CCOCCOCCN(C(=O)CCCC(=O)OCC)CCOCCOCC1
    -6% | 0% | 18% | -22 | 4% | 0%
COc1cc(OC)c(OC)cc1CNC(=O)c1ccc(S(=O)(=O)N2CCCCC2)cc1
    ? | . | 1% | ? | -12%[11.6 µM] | ?
Cc1ccc(NC2CCCN(C(=O)c3c(C)noc3C)C2)cc1C (configuration not stated)
    9% | . | -12% | 1 | 1% | 4%
CCOc1ncccc1C(=O)NCc1ccc(OC)cc1
    -22% | 0% | 0% | . | 0% | -3%
Cc1ccc(Cl)cc1NC(=O)c1cnn2c1NC(c1ccco1)CC2C(F)(F)F (configuration not stated)
    25µM* | -9% | 0% | ? | -3% | -13%
Cc1ccccc1NC(=S)NC(NC(=O)c1ccccc1C)C(Cl)(Cl)Cl (configuration not stated)
    ? | 2% | 1% | ? | 15% | 7%
O=C(NOCc1ccccc1)c1ccc(Cl)cc1
    -7% | . | -3% | -4 | 3% | 5%
CCc1ccc(C(=O)COC(=O)CNC(=O)CNC(=O)Cc2ccccc2)cc1
    22% | 7% | 7% | -2 | 2% | -9%
ClC1(Cl)CC1CSc1nc2ccccc2[nH]1 (configuration not stated)
    -10% | -2% | 7% | 79 | 13% | 2%
O=C(NC1CCCC1)C(c1ccccc1)N(C(=O)c1ccno1)c1ccccc1 (configuration not stated)
    0% | 0% | -1% | -11 | 2% | 1%
CC(C)c1nc(N2CCN(C(=O)c3ccco3)CC2)c2c3c(sc2n1)CCCC3
    22µM* | -7% | 28µM* | -9 | -16% | -11%
CC1CN=C(NCCc2ccccc2)S1 (configuration not stated)
    16% | -2% | -3% | 89 | 12% | 6%
Cc1cccc2cc(CN(CC3CCCO3)S(=O)(=O)c3ccccc3)c3nnnn3c12 (configuration not stated)
    -2% | 3% | -18% | . | . | ?
CC(=O)NC1CC2CCCC(C1)N2S(=O)(=O)c1cccc(F)c1 (configuration not stated)
    12% | 6% | 0%[11.4 µM] | 64 | 6% | -2%
Cc1nc(N)sc1C(=O)OCC(C)C
    9% | 5% | 17% | 9 | -10% | 9%
CC(CNC(=O)c1ccc(Nc2nc3ccccc3n3nnnc23)cc1)c1ccccc1 (configuration not stated)
    . | . | 7% | 17 | . | 7%
COCCN(C(=O)CSc1n[nH]c(-c2ccc(OC)cc2)n1)c1c(N)n(Cc2ccccc2)c(=O)[nH]c1=O
    -4% | . | 1% | -13 | 12% | 0%
CN(Cc1ccccc1)C(=O)c1[nH]cnc1C(=O)NCc1ccccc1
    -27% | . | -29% | -61* | 39%[activator] | 0%
O=C(COC(=O)CNC(=O)c1ccccc1F)NCC(F)(F)F
    12% | 7% | 5% | -31 | -2% | -10%

Next part:
Value order: HCV inh | FBPA Giardia inh | Sm TGR block | HCMV inh | AMA1 RON2 block | AmpC detergent
CCOC(=O)/C(C#N)=C/c1c(N2CCN(c3cccc(Cl)c3)CC2)nc2c(C)cccn2c1=O
    ? | -8% | -4% | -34 | 4% | 3%
COc1ccccc1N1CCN(C/C(C)=C/c2ccccc2)CC1
    ? | -6% | 0% | 9 | -6% | ?
CCn1nc(C)c(Br)c1Nc1ccc(Br)cc1
    19% | -10% | 19% | -32 | 0% | 3%
C/C(=N\Nc1cccc(Cl)c1)c1ccncc1
    ? | -21% | -18% | 66 | -10% | -4%
O=C(c1ccccc1)[C@H]1CC=CC[C@H]1C(=O)O
    4% | 0% | 1% | 49 | 10% | 1%
Cc1ccc(C(=O)OCc2cc(=O)n3nc(CC(C)C)sc3n2)cc1
    . | . | -10% | 3 | . | 3%
CCOc1ccc(-c2nnc(Nc3ccc(S(N)(=O)=O)cc3)c3ccccc23)cc1
    . | . | 3% | 2 | . | -7%
COC(C(=O)Nc1cc([N+](=O)[O-])ccc1C)c1ccccc1 (configuration not stated)
    8% | 6% | -4% | ? | -22% | ?
CCN(CC)CC(=O)NCC1(c2ccccc2)CCOCC1
    24% | -7% | -2% | -3 | -10% | ?
Cc1ccc(C)c(NC(=S)NCc2ccc3c(c2)OCO3)c1
    ? | 3% | -1% | -35 | -7% | 2%
CC(C)CCNC(=O)c1ccc2c(c1)ncn2C1CCCC1
    -7% | 3% | 5% | -23 | -4% | 2%
CCCC1C2C(=O)N(c3ccccc3OCC)C(=O)C2ON1c1ccccc1 (configuration not stated)
    5% | -4% | -28% | 51 | -6% | 2%
C/C(=N\NC(N)=O)c1cccc(Cl)c1
    -14% | 0% | 14% | 14 | -2% | 7%
NC(=O)c1noc(C(=O)N(CC(=O)NC2CCCC2)Cc2ccc3c(c2)OCO3)c1N
    3% | -1% | 1% | 23 | 1% | -14%
NNC(=O)c1ccc(Cn2cc(Cl)cn2)o1
    11% | -5% | 0% | -21 | 92%[activator] | -1%
O=C1CCCc2cc3c(ccc4ccccc43)cc21
    ? | . | . | 2 | 3% | .

Bioassay records (PubChem BioAssay)

Compounds as they come, and some 9.3% of all compounds hit somewhere here.
